SIRT5 block: inhibitors of human sirtuin-5 desuccinylase | Q9NXA8 | Purified SirT5, succinyl-peptide AMC, trypsin-coupled fluorescence | inhibition, % at 15 µM | 1.1% of 330,000 active; in the data active = inhibition above about 15%
Target sequence (Q9NXA8 whole entry, looked up): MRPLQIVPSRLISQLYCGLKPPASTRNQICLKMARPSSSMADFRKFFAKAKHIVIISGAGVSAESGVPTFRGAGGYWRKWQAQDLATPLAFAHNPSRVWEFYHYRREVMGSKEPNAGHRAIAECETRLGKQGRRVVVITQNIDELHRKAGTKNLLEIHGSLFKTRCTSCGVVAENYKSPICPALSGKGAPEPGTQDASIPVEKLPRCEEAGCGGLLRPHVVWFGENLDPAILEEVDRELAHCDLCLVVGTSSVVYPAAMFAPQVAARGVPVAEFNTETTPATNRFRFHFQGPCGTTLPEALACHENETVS
C2C12 statin: suppressors of simvastatin-induced myotoxicity in C2C12 myotubes; rescue of ATP level, % at 7.49 µM; 0.78% of 330,000 active; ATP luminescence, 48 h; scaled: DMSO 0, geranylgeraniol control 100; AID 602340;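 active = mean ATP rescue above about 67%, or every replicate alone reaching that limit, limit read from the data, passing the limit was not always enough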;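 note: myotubes were challenged with 10 µM simvastatin during compound exposure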
esBAF inh: inhibitors of esBAF chromatin remodeling in mouse ES cells; Bmi1-luciferase knock-in reporter, 24 h; 100% = twice the neutral-well signal; reporter increase, % at 12.5 µM; 2% of 350,000 active; AID 602393; in the data active = activation above about 40%;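 note: 0% = median of the plate's neutral control wells and 100% = double that signal; a rise in the Bmi1 reporter signal indicates esBAF inhibition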
FN deposit inh: fibronectin deposition inhibition; AH1F fibroblasts, Alexa488-fibronectin deposition fluorescence, overnight; inhibition, % at 12.6 µM; 0.086% of 350,000 active;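 active = mean inhibition across replicates of 30% or more, regardless of how many single replicates reach that level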;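 note: positive control wells lacked labelled fibronectin entirely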
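Measured by – fluorescence 485/525 nm · System – AH1F fibroblast monolayer, labelled fibronectin deposition · Amount – 10000 cells per well · Buffer or medium – serum-reduced DMEM (2% serum) · Doses – single dose, pinned · Also added – fluorescent fibronectin at 24 nM final · Schedule – 1 h cell attachment, overnight exposure to compound and label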
LGR2 antag: blocks bursicon-induced cAMP signaling via Drosophila LGR2; HEK293 LGR2, CRE-luciferase, bursicon-stimulated, 4 h; AID 720647; 0.35% of 380,000 active; inhibition, % at 9.99 µM;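 active = drop in luminescence signal, shown as inhibition above about 50% in the replicate tests, limit read from the data, passing the limit was not always enough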;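 note: agonist challenge used bursicon conditioned medium at about half maximal strength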
S100A4 inh HTS: inhibitors of human S100A4 binding to myosin IIA peptide | inhibition, % at 10.7 µM | S100A4/TAMRA-MyoIIA peptide fluorescence polarization | 0.14% of 360,000 active | P26447;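 active = mean inhibition of at least 70% across replicates, with every replicate also reaching that level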
Target sequence (P26447 whole entry, looked up): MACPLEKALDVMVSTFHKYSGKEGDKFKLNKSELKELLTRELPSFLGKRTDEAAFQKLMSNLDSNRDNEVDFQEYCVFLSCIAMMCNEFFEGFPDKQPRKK
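Test system: S100A4 monomer protein; Medium: HEPES pH 7.2 with CaCl2, KCl, NaCl, DTT, Triton; Probe or stimulus: TAMRA-labelled myosin IIA heavy-chain peptide probe, 5 nM; Doses: one dose per compound; Times: polarization read 5 min after assay mix addition, stable 5–60 min; Benchmarks: neutral control DMSO, positive control TFP.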
Casp6 inh: caspase-6 (human) enzyme inhibition; 0.53% of 350,000 active; inhibition, % at 12.5 µM; P55212; purified caspase-6, Z-VEID-R110 cleavage fluorescence;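 active = mean inhibition across replicates at least about 35%, with every replicate also reaching that limit, limit read from the data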;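 note: 0% = median of neutral control wells and 100% = no fluorescence left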
Target sequence (P55212 24-179 limits assumed): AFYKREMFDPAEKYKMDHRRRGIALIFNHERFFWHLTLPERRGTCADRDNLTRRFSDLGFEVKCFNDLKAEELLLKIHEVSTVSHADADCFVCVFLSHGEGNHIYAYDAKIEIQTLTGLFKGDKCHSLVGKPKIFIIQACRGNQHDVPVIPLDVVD
Target sequence (P55212 194-293 limits assumed): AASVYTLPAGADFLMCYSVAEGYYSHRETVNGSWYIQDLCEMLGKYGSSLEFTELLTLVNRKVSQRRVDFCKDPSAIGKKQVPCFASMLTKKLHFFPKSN
* marks the source's active call; other numbers are inactive results; nt = no result given.

mol	SIRT5 block	C2C12 statin	esBAF inh	FN deposit inh	LGR2 antag	S100A4 inh HTS	Casp6 inh
O=C(NC(=S)N1CCCC1)c1ccccc1	-3	-15	12	3	5	3	35
CN1CCN(C(=O)C[C@H]2CC[C@@H]3[C@H](COC[C@@H](O)CN3C(=O)Nc3ccc(Cl)cc3)O2)CC1	-5	-15	19	-5	-22	3	1
COc1ccc(CCNC(=O)c2noc(C)c2[N+](=O)[O-])cc1OC	-2	-3	7	-1	-8	2	3
Cn1c(=O)c2c(SCc3ccccc3)nc(C3CC3)nc2n(C)c1=O	-10	nt	nt	-2	11	3	1
O=C(C[C@H]1CC[C@H]2NC[C@@H](O)COC[C@@H]2O1)Nc1ccc(-c2ccccc2)cc1	nt	-8	-3	3	15	nt	nt
COc1ccc(NC(=O)C2=C(C)C(=O)OC23CCC(C)CC3)c(OC)c1 (stereo not given)	10	-4	-1	-6	-5	-10	0
CC1CCCC(NC(=O)CSc2ccc(F)cc2)C1C (stereo not given)	-5	-3	4	3	9	-9	0
O=C(C[C@H]1CC[C@@H](NC(=O)Nc2ccc(F)cc2)[C@@H](CO)O1)NCc1cccc(F)c1	-7	1	-5	nt	18	42	-3
Cc1cc(C)nc(-n2nc(C)cc2NC(=O)C(C)C)n1	-3	3	-14	10	-1	-6	2
CC(C)C[C@H]1CN=C(Nc2ccccc2)N1CC(C)C	nt	-11	-3	-5	9	6	-1
C=CCSc1nnc(-c2cc(Br)ccc2N)c(=O)[nH]1	5	nt	3	nt	-31	0	-2
COc1ccc(S(=O)(=O)N2CCOCC2)cc1NC(=O)COC(=O)C1CC1C (stereo not given)	1	-6	-7	-1	11	-13	-2
O=C(/C=C/c1cccc([N+](=O)[O-])c1)c1ccco1	-5	9	5	7	-15	-4	-2
Cc1ccc(C2(C)NC(=O)N(CC(=O)Nc3ccc4c(c3)OCO4)C2=O)cc1 (stereo not given)	nt	2	-4	5	nt	nt	nt
CCOC(=O)CN1C(=O)N[C@@H](c2ccc(Br)cc2)C(C(=O)OC)=C1C	nt	8	-3	-20	11	6	0
CC1(C)CC[C@]2(C(=O)O)CC[C@]3(CO)C(=CCC4[C@@]5(C)C[C@H](O)[C@H](O)[C@@](C)(C(=O)O)C5CC[C@]43C)[C@@H]2C1 (stereo not given in full)	-2	0	4	-7	nt	-3	17
COC(C(=O)N1CCC(CCC(=O)Nc2ccccc2)CC1)c1ccccc1 (stereo not given)	-3	nt	nt	-1	-14	-3	1
Cc1oc(-c2ccc(Cl)cc2)nc1CS(=O)CC(=O)NC1CC1 (stereo not given)	-1	-27	-7	-3	-12	0	-1
C[C@H](CO)N1C[C@H](C)[C@H](CN(C)S(=O)(=O)c2cn(C)cn2)Oc2c(NS(=O)(=O)c3cccs3)cccc2C1=O	-7	17	-1	nt	8	-8	0
COc1cc(/C=N/NC(=O)C[n+]2ccccc2)cc(OC)c1OC(C)=O	0	nt	nt	3	-3	0	-13
CC(=O)OC[C@@H]1CN(Cc2ccccc2)C[C@H](n2cnc3c(NCc4ccc(F)cc4)ncnc32)O1	0	-5	3	2	-10	-14	0
COc1ccc(OCc2cc(C(=O)N3CCCCCC3)no2)c(Cl)c1	-1	nt	nt	1	-74	2	1
C[C@@H]1CN([C@H](C)CO)C(=O)c2cc(NS(=O)(=O)c3ccc(F)cc3)ccc2O[C@@H](C)CCCCO[C@@H]1CN(C)S(=O)(=O)c1cn(C)cn1	0	-27	-1	-4	-9	13	1
Cc1ccc(CN(c2ccc(C(=O)Nc3ccc4c(c3)OCO4)cc2)S(C)(=O)=O)cc1	nt	-9	6	21	9	nt	nt
COc1ccc(OCC(=O)Nc2ccccc2Cl)cc1	-3	nt	nt	nt	-2	-2	0
COc1cccc(C(=O)Nc2ccc3c(c2)OC[C@@H](C)N(C(=O)C2CCCC2)C[C@H](C)[C@H](OC)CN(C)C3=O)c1	4	-8	-4	4	4	9	1
O=C(C1CC1)N1CCc2sccc2C1c1ccc(Cl)cc1 (stereo not given)	0	nt	nt	-10	7	-3	-2
O=C(O)c1ccc(CNC(=O)C23CC4CC(CC(C4)C2)C3)cc1	-3	8	0	-4	11	-5	-2
COc1ccccc1NC(=O)Cn1nnc(C(=O)NCCc2ccccc2)c1N	nt	-2	-5	-5	-4	nt	nt
O=C(Nc1nnc(-c2ccc(Cl)cc2)o1)c1ccc(N2C(=O)CCC2=O)cc1	nt	nt	nt	12	-9	3	0

Next part:
mol	SIRT5 block	C2C12 statin	esBAF inh	FN deposit inh	LGR2 antag	S100A4 inh HTS	Casp6 inh
O=C(NC1CCCC1)C1C2C=CC(C2)C1C(=O)N1CCOCC1 (stereo not given)	nt	17	-4	-3	nt	nt	nt
COc1cccc(CCNC(=O)c2ccc(OC)c(OC3CCN(C(C)C)CC3)c2)c1	0	-13	3	-12	-6	3	nt
O=C(c1ccc(F)cc1)N1CCCCN2[C@@H](CO)[C@@H](c3ccc(C#CC4(O)CCCC4)cc3)[C@@H]2C1	7	nt	nt	nt	11	-7	2
Cc1cccc(NC(=O)CCC2CCN(C(=O)C3CC=CCC3)CC2)c1 (stereo not given)	-2	-9	-3	7	6	-2	-2
C[C@@H]1CN([C@H](C)CO)C(=O)Cc2cc(NC(=O)CCC(F)(F)F)ccc2O[C@@H]1CN(C)S(=O)(=O)c1cn(C)cn1	nt	-24	1	nt	10	nt	nt
CCN(c1ccccc1)S(=O)(=O)c1ccc(Cl)c(NC(=O)CN(C)Cc2cccc(F)c2)c1	-4	-22	-26	8	11	-1	3
COc1cccc(CNC(=O)[C@H]2CCCN2C(=O)[C@H]2CCCN2C(=O)c2cccc(F)c2)c1	nt	nt	nt	-3	-5	2	4
O=C(NNC(=O)c1c(F)cccc1F)c1ccccc1OC(F)(F)F	-1	18	-1	14	7	3	0
CNC[C@H]1OCCCC[C@@H](C)Oc2ccc(NS(=O)(=O)c3ccc(OC)cc3)cc2C(=O)N([C@@H](C)CO)C[C@H]1C	nt	32	0	nt	-5	nt	nt
O=C1CN(C(=O)CNCc2ccccc2)c2ccccc2N1	3	nt	nt	2	3	-4	3
CCOC(=O)C1=C(C)NC(SCC(N)=O)=C(C#N)C1c1ccccc1 (stereo not given)	nt	3	5	10	-10	nt	nt
CSCC[C@@H](CO)NC(=O)[C@H]1O[C@@H](n2ccc(=O)[nH]c2=O)[C@H](O)[C@@H]1O	-1	2	2	0	-4	-1	-2
CN(C)C(=O)C[C@H]1CC[C@@H](NC(=O)NC2CCCCC2)[C@@H](CO)O1	6	-3	2	-2	-2	-14	12
O=C(N=C1N=C2C=CC=CN2Cc2ccccc21)c1ccc(S(=O)(=O)N2CCCC2)cc1	-2	-5	50*	-7	-34	-10	1
Cc1cnc(C(=O)OCc2nc3ccccc3o2)cn1	1	2	-7	6	3	0	-1
C[C@H](CO)N1C[C@H](C)[C@H](CN(C)CC2CCCCC2)OCCCC[C@H](C)Oc2ccc(NC(=O)c3ccncc3)cc2C1=O	2	nt	2	nt	-6	9	-1
Nc1cc(=O)n(Cc2ccco2)c(=S)[nH]1	1	6	-7	15	12	-4	5
C=C(C)Cn1c(-c2ccncc2)n[nH]c1=S	0	nt	nt	1	-10	0	-3
CCN(CC(=O)N1CCCCCC1)S(=O)(=O)c1ccc(C)cc1	-1	6	-4	3	-10	-1	1
CN1CCN(/N=C/c2c3ccccc3c(Cl)c3ccccc23)CC1	-1	nt	nt	-1	-6	5	-1
NC(=O)c1nsc(C(=O)N(c2cccc(F)c2)C(C(=O)NCC2CCCO2)c2ccc3ncccc3c2)c1N (stereo not given)	0	-6	16	3	-7	-2	2
COc1ccc(S(=O)(=O)N2CCN(C)CC2c2ccccc2)cc1 (stereo not given)	-2	5	-2	-8	4	-2	-8
Cc1ccc(C)c(S(=O)(=O)N2CCCOC2CNC(=O)C(=O)NCc2ccccc2)c1 (stereo not given)	-11	8	0	11	4	-5	-1
O=C(Nc1ccc(N2CCCC2)cc1)c1ccccc1F	nt	-44	42*	nt	-45	nt	nt
NNC(=O)CC1=NNC(=O)C1	-6	-5	-6	0	24	-9	40*
CC(C)N1C(=O)NC2NC(=O)N(C(C)C)C21 (stereo not given)	-4	nt	nt	-2	12	4	-1
COc1ccc(OC)c(NC(=S)NCc2cccnc2)c1	2	nt	nt	-4	-2	2	-4
O=C(OCCN1C(=O)c2ccccc2C1=O)c1cc2ccccc2o1	-1	17	-6	nt	3	-2	3
C[C@H](CO)N1C[C@H](C)[C@@H](CN(C)S(=O)(=O)c2ccc(Cl)cc2)OCCCC[C@H](C)Oc2ccc(NC(=O)c3ccccc3)cc2C1=O	-6	nt	8	nt	-13	5	-3
Fc1ccccc1CCNc1c2c(nc3ncnn13)CCCC2	-1	5	0	-3	-3	-3	3

Other results follow:
mol	SIRT5 block	C2C12 statin	esBAF inh	FN deposit inh	LGR2 antag	S100A4 inh HTS	Casp6 inh
COc1ccc2c3c(n(C)c2c1)[C@@H](CO)N(C(=O)C1CC1)CC31CN(C)C1	-4	nt	nt	nt	-22	-25	-1
C[C@H]1CN([C@@H](C)CO)C(=O)c2c(c3ccccc3n2C)-c2ccccc2CO[C@@H]1CN(C)S(=O)(=O)c1ccccc1	0	nt	4	4	-4	8	1
Cc1cc(C)c(S(=O)(=O)N2CCN(S(=O)(=O)N3CCCCCC3)CC2)c(C)c1	-16	-37	8	3	-3	3	-1
O=C(CSc1nnc(-c2cccs2)n1C1CC1)NCC1CCCO1 (stereo not given)	0	-3	-4	-1	-7	2	-8
O=C(c1cccc(NS(=O)(=O)c2ccccc2)c1)N1CCN(c2ccccc2)CC1	4	2	-4	2	3	2	-1
CCOC(=O)C(CCc1nnc(N)s1)C(=O)OCC	-7	-2	-12	nt	4	-3	-5
C/C=C/c1ccc2c(c1)O[C@@H](CN(C)C)[C@@H](C)CN([C@@H](C)CO)S2(=O)=O	-5	4	-2	-7	-30	-10	-3
O=C(CSc1ncnc2ccccc12)Nc1cccc(S(=O)(=O)N2CCCC2)c1	0	nt	nt	-5	29	-3	0
COc1ccc(S(=O)(=O)N(C)C[C@H]2Oc3ccc(NC(=O)Nc4ccccc4)cc3CC(=O)N([C@H](C)CO)C[C@H]2C)cc1	8	-8	-3	nt	2	-8	0
Cc1ccc2cc(CN(CCCN(C)C)C(=S)NCc3ccccc3)c(=O)[nH]c2c1C	0	nt	nt	3	nt	18	2
CC(=O)Nc1c(Nc2ccccc2)c2ccccc2oc1=O	-2	nt	nt	nt	-8	2	-2
COc1ccc2cc(/C=N/NC(=O)c3ccc(CN(c4ccc(C)c(C)c4)S(C)(=O)=O)cc3)c(Cl)nc2c1	nt	-16	-3	-2	-16	nt	nt
COCC(=O)Nc1ccccc1-c1ccccc1	-1	20	0	nt	-3	-48	nt
Cc1cnc(CN(C)C(=O)C2CCC(=O)N(CCc3ccccc3)C2)[nH]1 (stereo not given)	-4	-4	4	1	9	-2	3

Reformatted with two lines to a compound: entries from further up
Values run as follows: SIRT5 block	C2C12 statin	esBAF inh	FN deposit inh	LGR2 antag	S100A4 inh HTS	Casp6 inh
- Cc1cc(C)nc(-n2nc(C)cc2NC(=O)C(C)C)n1
  -3	3	-14	10	-1	-6	2
- C[C@H](CO)N1C[C@H](C)[C@H](CN(C)CC2CCCCC2)OCCCC[C@H](C)Oc2ccc(NC(=O)c3ccncc3)cc2C1=O
  2	nt	2	nt	-6	9	-1
- COc1ccccc1NC(=O)Cn1nnc(C(=O)NCCc2ccccc2)c1N
  nt	-2	-5	-5	-4	nt	nt
- Cc1cnc(C(=O)OCc2nc3ccccc3o2)cn1
  1	2	-7	6	3	0	-1

Screening data (PubChem BioAssay)

These rows are one share of the data. The share of hits here may be higher or lower than overall.
